# NR2E3 ag-1: agonists of human NR2E3 nuclear receptor | Q9Y5X4 | 360,000 compounds, 0.35% hits | AID 602229 | CHO-S Gal4-NCOR/VP16-NR2E3 two-hybrid, luciferase | inhibition of corepressor binding, % at 3.98 µM;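 active means inhibition above the mean of all tested compounds plus 3 SD, cut at about 70% in these data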;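 further: 0% = DMSO with NR2E3 transfected cells and 100% = cells lacking NR2E3 construct; higher means lower luciferase signal from less NR2E3 corepressor binding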
# Target sequence (Q9Y5X4 whole entry, looked up, the tested form may be a part): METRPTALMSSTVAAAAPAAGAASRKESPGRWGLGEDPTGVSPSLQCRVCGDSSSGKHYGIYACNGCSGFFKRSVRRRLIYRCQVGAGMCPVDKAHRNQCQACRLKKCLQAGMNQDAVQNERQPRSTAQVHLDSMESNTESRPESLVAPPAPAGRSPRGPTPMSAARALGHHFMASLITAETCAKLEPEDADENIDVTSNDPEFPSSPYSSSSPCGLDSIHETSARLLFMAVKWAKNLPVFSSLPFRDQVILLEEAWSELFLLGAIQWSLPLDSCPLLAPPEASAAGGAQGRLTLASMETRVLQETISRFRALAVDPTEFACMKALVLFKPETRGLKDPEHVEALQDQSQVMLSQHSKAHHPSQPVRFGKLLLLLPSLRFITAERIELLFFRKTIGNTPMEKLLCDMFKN
# CF NFkB block: cystic fibrosis NF-kB activation inhibition; KKLEB NF-kB-GFP reporter, PAF-induced, GFP fluorescence overnight; inhibition, % at 5 µM; 360,000 compounds, 0.86% hits; AID 588850;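 active means at least 50% inhibition at 5 µM, scaled per plate between neutral and stimulator controls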;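 further: PAF is a Pseudomonas aeruginosa culture filtrate used as stimulus; plate controls were PAF-stimulated DMSO wells for no effect and unstimulated DMSO wells for full effect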
# Peg3 promoter: inhibitors of Peg3 promoter; HeLa PEG-Prom luciferase reporter, luminescence, overnight; inhibition, % at 20 µM; 360,000 compounds, 1.7% hits;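 active means inhibition of at least 50% at 20 µM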
# hiPSC survival: enhancers of human iPSC single-cell survival; hiPSC single-cell survival, ATPlite luminescence; 100% = ROCK inhibitor wells, 0% = DMSO; survival enhancement, % at 20 µM; 360,000 compounds, 0.044% hits; AID 602274; in the data active means survival enhancement above about 18%;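 further: cells exposed to compounds for 16 hours before the ATP read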
# HIF-2a inh: inhibitors of HIF-2a; AID 624352; 786-0 RCC cells HIF-2a reporter, luciferase luminescence, overnight; 360,000 compounds, 0.72% hits; inhibition, % at 18.8 µM;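 active means inhibition of the luminescence signal of 40% or more relative to plate controls, in a single-dose primary screen at 18.75 µM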
# aDG glyco act: increases alpha dystroglycan glycosylation; Pro5-aDG cells, alpha-DG glycosylation AlphaScreen (IIH6); 0% Pro5, 100% B10-LARGE cell signal; activation, % at 10 µM; 360,000 compounds, 0.22% hits; AID 624168;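 active means activation of at least 8% versus controls, or a plate z-score of at least 8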;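 further: Pro5 are CHO cells carrying HIG-tagged alpha-DG that lacks glycosylation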
# KKLEB cytotox: CF airway cell cytotoxicity counter-screen. KKLEB CF airway cells viability, ATPlite luminescence, overnight; stronger effect = lower value; cells stimulated with P. aeruginosa culture filtrate. activity change (cytotoxicity), % at 5 µM. 360,000 compounds, 0.36% hits;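 active means corrected activity change at or below -50% at 5 µM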
# NR2E3 ag-2: agonists of human nuclear receptor NR2E3. inhibition of corepressor binding, % at 4.78 µM. GST-NR2E3/biotin-RetCOR TR-FRET, 1536-well. 320,000 compounds, 0.12% hits. Q9Y5X4. AID 2300;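 active means percent inhibition above the cutoff of mean plus 3 SD of all tested compounds, set per screening campaign, cut at about 20% in these data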;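 further: 0% = DMSO wells and 100% = biotin wells as full block of FRET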
#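 Material: NR2E3–RetCOR corepressor complex / Incubation: Compound–protein incubation for 5 h at 4 °C / Dosing: compound at 4.8 µM, single dose / Detection: time-resolved FRET / Benchmarks: high control biotin, low control 0.6% DMSO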
# MITF TRPM1 inh: MITF TRPM1 promoter inhibition in SK-MEL-5 cells | SK-MEL-5 TRPM1 promoter luciferase, 24 h | inhibition, % at 12.5 µM | 330,000 compounds, 0.83% hits;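 active means mean inhibition across replicates of 60% or more, whatever share of single replicates reaches that level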; further: values of inactives mirror those of a sister screen read the other way
# TWEAK-Fn14 inh: inhibitors of TWEAK-Fn14 interaction signaling; 360,000 compounds, 2% hits; inhibition, % at 10 µM; TWEAK-stimulated Fn14 reporter cells, luciferase luminescence, 8 h; in the data active means inhibition above about 50%
# Shn3 3UTR inh: Schnurri-3 reporter inhibition in Clone20 osteoblasts; Clone20 osteoblast Shn3 3'UTR firefly luciferase, 24 h; inhibition, % at 12.5 µM; 360,000 compounds, 0.52% hits; AID 588674;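 active means mean inhibition of at least 75% with every replicate also reaching 75%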;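 further: 0% = median of neutral control wells and 100% = pilot-screen positive control compound; some compounds past the cut are filed as inactive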
# * hit, by the source's call; x = not tested or not shown.
Molecule,NR2E3 ag-1,CF NFkB block,Peg3 promoter,hiPSC survival,HIF-2a inh,aDG glyco act,KKLEB cytotox,NR2E3 ag-2,MITF TRPM1 inh,TWEAK-Fn14 inh,Shn3 3UTR inh
O=C(NCc1ccc(Cl)cc1)C1CCC(CNS(=O)(=O)c2ccccc2)CC1 (centres undefined),-10.2,6.5,11.1,-0.3,3.8,-0.2,12.7,0.2,-3.7,8.4,2.4
COc1cccc(NC(=O)n2nc(N)cc2-c2ccc(Cl)cc2)c1,-16.9,16.3,-29.2,-0.7,-83.2,0.8,-6.7,1.5,x,17.9,4.8
CC1CCC2(CC1)NC(=O)N(Cc1nc(-c3ccccc3)no1)C2=O (centres undefined),7.7,-10.4,8.6,0.7,-19.3,-0.1,-0.4,1.1,-3.4,6.4,-15.7
Cc1ccc2c(c1)N(CC(=O)N1CCCCCC1)C(=O)CO2,15.8,17.6,4.9,2.8,7.4,-0.2,-10.3,0.2,3.9,13.6,7.6
CCC(=O)Nn1c(C)nnc1C,-0.5,-3.1,7.3,0.1,11.5,-0.3,-10.3,4.4,19.9,2.2,-4.3
Cc1c(NC(=O)C(C)OC(=O)c2cc(Cl)ccc2O)c(=O)n(-c2ccccc2)n1C (centres undefined),0.1,-15.5,-0.5,-0.2,8.5,-0.3,0.3,1.0,1.1,12.1,-7.5
COc1ccc(C(=S)N2CCN(c3cccc(Cl)c3)CC2)c(OC)c1,-49.3,13.6,36.1,-2.3,13.3,0.3,-0.7,1.7,0.9,-0.3,11.2
CCOc1ccc(Nc2nc(NCc3ccco3)nc(N)c2[N+](=O)[O-])cc1,4.8,8.1,9.9,0.9,4.4,0.3,-6.1,0.2,-17.3,-15.1,25.1
C/C(=C\C(=S)Nc1ccccc1)Nc1ccc2ccccc2c1,-197.9,-20.1,-222.9,0.2,-215.5,1.7,13.0,-1.1,-21.3,29.2,-62.6
COC(=O)NNC(=O)COc1cc(C)ccc1C,-2.4,9.1,-10.9,0.1,17.3,-0.4,9.5,0.5,-6.1,4.8,-7.3
Cc1nn(C(=O)/C(C#N)=C/N(C)C)c(C)c1C,-13.4,-14.4,7.3,3.8,9.9,-0.5,11.2,2.9,7.9,11.0,3.7
COc1ccc(C2C(C(=O)c3ccco3)=C(O)C(=O)N2CCN2CCOCC2)c(OC)c1 (centres undefined),9.6,-18.5,1.4,0.0,-0.2,0.0,5.8,3.8,x,9.8,9.4
Cc1nc(C)n(C(C)CC(=O)O)n1 (centres undefined),5.0,0.8,10.2,0.4,3.6,0.1,7.7,0.7,14.5,7.1,-21.5
CC(C)c1ccc(CN2CC(C(=O)O)CC2=O)cc1 (centres undefined),-8.1,-9.8,11.9,-2.8,1.5,-0.3,20.5,4.7,-4.1,-4.2,-37.9
Cc1[nH]c2ccc(F)cc2c(=O)c1SC(F)(F)C(F)F,-25.1,-5.1,12.8,-2.1,6.4,0.3,-4.6,-1.7,4.3,-1.0,x
COc1ccc(OC)c(S(=O)(=O)N2CCN(C(=O)c3cc(C4CC4)nn3-c3ccccc3)CC2)c1,15.6,5.1,21.4,-0.4,24.8,0.1,5.9,1.3,14.8,0.0,-78.5
Cn1c(=O)c2c(nc(C3CC4C5CCC(C5)C4C3)n2C)n(C)c1=O (centres undefined),-5.5,-5.4,7.6,3.2,-5.6,0.0,7.0,x,-3.7,27.1,2.3
CCCn1c(=O)c(C(=O)NCc2cccnc2)c(O)c2ccccc21,-5.6,7.7,-2.8,-2.6,39.1,0.0,-13.8,-0.7,18.1,-8.7,-6.1
COc1ccc(C(=O)OCCN2CCOCC2)cc1OC,-19.3,3.6,-1.0,-3.1,13.7,-0.3,-7.0,-0.9,1.1,-8.2,10.6
O=C1C(=Cc2ccccc2O)SC(=S)N1CCCN1CCOCC1,-38.9,-0.4,20.2,-2.2,6.9,0.6,0.4,x,x,-4.6,7.6
O=CN1CCN(C(=O)CC(c2ccccc2)c2cc(Br)ccc2O)CC1 (centres undefined),8.0,-2.6,13.7,1.2,20.0,0.0,0.8,-0.9,3.5,3.1,12.0
Cc1ccc(NC(=O)CN(C)C(=O)CSc2nc3ccccc3o2)cc1,1.1,-8.2,-8.6,3.4,-7.9,-0.3,1.3,-0.3,-0.1,-1.6,-3.3
Cc1c(N=NC2=C(O)CCCC2=O)c(=O)n(-c2ccccc2)n1C,-5.8,4.8,4.2,2.8,14.0,1.4,-12.0,1.6,9.5,-31.2,-12.6
O=C(NCCO)C(=O)c1c(-c2ccc(Cl)cc2)cc2ccccn12,-8.7,8.5,-0.8,0.2,0.1,0.1,4.2,1.4,-4.2,2.5,-60.9
CCC1(CC)NC(=O)N(CC(=O)Nc2ccc(OCc3ccccc3)cc2)C1=O,5.8,-35.5,-11.4,-2.9,-20.2,0.5,17.4,x,-12.2,-10.4,27.4
CC(=O)N1N=C(c2cccs2)CC1c1ccco1 (centres undefined),-17.9,15.4,18.7,2.9,9.8,-0.2,-4.6,1.3,2.3,-9.3,1.1
Cc1ccc(/C=C(\C#N)C(=O)N2CCCC2)c(C)c1,-3.9,9.6,-222.6,0.0,-19.7,0.0,7.7,5.6,-9.6,-26.4,-22.6
COc1ccc(-c2cc(C)no2)cc1S(=O)(=O)N1CCOc2ccc(C)cc21,-16.8,38.1,13.2,-0.3,5.2,0.0,-31.4,0.5,5.5,-13.6,6.6
CCc1ccc(OCC(=O)Nc2ccc(S(=O)(=O)N3CCCC3)cc2)c(Br)c1,-21.2,19.0,10.9,1.1,17.3,-0.1,-18.2,2.0,-6.5,-20.2,8.0
Cc1nn(-c2ccccc2)nc1C(=O)OCC(=O)N1CCCCC1C (centres undefined),-22.5,-1.0,-28.3,2.8,-29.9,-0.2,16.7,x,-10.7,-2.2,-6.7

# Gathered by group: those above containing a cyano group.
Molecule,NR2E3 ag-1,CF NFkB block,Peg3 promoter,hiPSC survival,HIF-2a inh,aDG glyco act,KKLEB cytotox,NR2E3 ag-2,MITF TRPM1 inh,TWEAK-Fn14 inh,Shn3 3UTR inh
Cc1nn(C(=O)/C(C#N)=C/N(C)C)c(C)c1C,-13.4,-14.4,7.3,3.8,9.9,-0.5,11.2,2.9,7.9,11.0,3.7
Cc1ccc(/C=C(\C#N)C(=O)N2CCCC2)c(C)c1,-3.9,9.6,-222.6,0.0,-19.7,0.0,7.7,5.6,-9.6,-26.4,-22.6

# Next part
Molecule,NR2E3 ag-1,CF NFkB block,Peg3 promoter,hiPSC survival,HIF-2a inh,aDG glyco act,KKLEB cytotox,NR2E3 ag-2,MITF TRPM1 inh,TWEAK-Fn14 inh,Shn3 3UTR inh
COCCNC(=O)c1c(N)n(-c2ccccc2)c2nc3ccccc3nc12,-4.7,2.1,21.2,1.0,-0.9,-0.1,-5.6,1.5,2.4,6.2,27.0
COc1cccc(N(C(=O)Cn2nnc3ccccc32)C(C(=O)NCc2ccco2)c2cccnc2)c1 (centres undefined),-35.0,-1.2,10.7,-1.7,19.5,0.3,3.1,x,-0.5,21.8,-3.4
COc1ccc(CNC(=O)COC(=O)c2ccccn2)cc1,28.6,10.5,22.1,1.5,11.7,0.4,2.6,1.1,-8.3,-7.1,-2.3
CCN=C1SC(C(=O)Nc2ccc(Cl)c(Cl)c2)CC(=O)N1CC (centres undefined),-9.1,1.1,21.3,0.3,12.9,-0.1,-5.4,4.5,2.8,7.4,-5.2
CCOC(=O)C1(CCOc2ccccc2)CCN(Cc2ccccc2O)CC1,7.2,-5.3,-0.9,-0.4,2.5,0.1,1.5,0.6,5.3,0.4,8.7
O=C(/C=C/c1cccc([N+](=O)[O-])c1)Nn1c(-c2ccccc2F)nc2ccccc2c1=O,-13.8,11.1,5.2,-1.3,13.7,0.0,2.0,-2.2,16.9,-1.3,-24.0
COc1ccc(C(=O)Nc2ccc(NC(=O)c3cnccn3)cn2)cc1,-17.8,1.0,-5.9,0.7,5.4,-0.2,-5.5,1.1,-1.4,-28.7,1.4
COc1cc(/C=N/NC(=O)COc2ccc(C)cc2)ccc1OC(=O)c1cccs1,-5.5,-5.7,-75.7,-1.8,-99.5,0.0,-6.6,3.0,-10.2,-34.4,-4.9
CC(C)(C)Nc1nc(C(N)=O)nc(N2CCOCC2)n1,-0.6,18.3,5.7,-2.1,32.4,-0.2,-7.5,2.9,38.1,-12.0,10.0
CC(=O)c1c(C)[nH]c(C(=O)COc2cc(C)cc(C)c2)c1C,14.7,2.1,6.3,-3.1,-9.5,1.2,13.8,1.4,-5.9,21.2,73.0
COCc1cc(=O)[nH]c2cc(NC(=O)C3CC3)c(C)cc12,-12.9,-0.6,10.8,0.9,5.6,0.0,-1.1,-0.6,19.7,-0.3,-12.9
Cn1c(N)c(S(=O)(=O)N2CCN(c3ccccc3Cl)CC2)c(=O)n(C)c1=O,-5.1,-1.7,10.9,-0.1,7.9,0.3,-6.1,-1.6,-15.7,-7.8,-4.9
CC1(C)OC(=O)C2=C(C[C@@H](CCc3ccccc3)O[C@@H]2c2ccc(Cl)cc2)O1,6.1,x,x,0.2,-33.4,0.3,x,x,x,-25.9,x
CCc1ccc(OCC(=O)NC(C)(C)C)cc1,-14.3,-12.7,-9.9,-1.5,-53.6,0.0,-3.4,1.7,-12.2,-4.7,-52.1
CCCn1c2ccccc2c2cnn(CC(=O)NCCCN3CCCC(C)C3)c(=O)c21 (centres undefined),-0.4,4.1,-13.3,0.6,7.8,-0.1,5.9,0.6,-10.7,8.7,-1.7
COc1cc(/C=C2\C(=N)N3N=C(S(C)(=O)=O)SC3=NC2=O)cc(OC)c1OCCOc1ccc(C)cc1,-10.0,-4.4,22.5,0.7,23.9,0.1,7.4,3.6,x,-28.4,-3.2
COc1ccccc1N1CCN(c2ccc3c(c2)S(=O)(=O)c2cccc(C(=O)NCc4ccc(F)cc4)c2C3=O)CC1,8.5,-6.9,-14.5,-0.3,-29.3,-0.5,2.2,x,x,1.4,-20.5
CC(C)(C)CC(=O)Nc1cc2c3c(c1)CC(=O)N3CCC2,4.5,10.5,-15.4,-0.2,8.2,0.0,1.4,-0.6,-9.0,-5.0,-8.5
CCOc1ccc(OCC)c(NC(=O)CN2CCN(c3cccc(C)c3)CC2)c1,-23.8,-4.2,19.9,-3.7,19.0,0.5,1.7,-4.3,5.8,12.7,25.9
Cc1ccc(C)c(C(O)c2ncc(-c3ccccc3F)[nH]2)c1 (centres undefined),0.6,1.8,-13.4,0.3,-26.6,-0.1,-7.3,x,x,-34.6,-20.6
O=C(N/N=C/c1ccc(O)cc1)c1[nH]c2ccc(Br)cc2c1-c1ccccc1,42.0,57.6*,32.0,-2.7,17.5,-0.7,-26.7,5.5,62.9*,44.9,-8.9
C=CCOc1cccn2c(N(C)C(=O)c3ccncc3)c(CC)nc12,-22.7,-12.3,-19.6,1.1,7.6,0.1,9.4,x,x,5.8,-8.9
Cn1c(=O)c2cn(Cc3ccc(Cl)cc3)cc2n(C)c1=O,13.2,23.7,17.6,1.4,14.0,0.3,4.4,2.8,11.1,-0.8,13.5
